Compound activity as filed in PubChem BioAssay.
LDHA block: inhibitors of human lactate dehydrogenase A; P00338; purified LDHA, NADH/diaphorase-resazurin fluorescence; active compounds read low; activity change, % (values are at about 110 or 230 µM); 0.15% of 480,000 active; in the data active = activity change below about -30%; inconclusive = mostly about -25% to -30%;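 note: plate controls were DMSO wells for no effect and wells without enzyme for full effect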
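Human LDH5 at 2 nM final in Tris HCl pH 7.4 with 0.06 mM NADH and 0.2 mM pyruvate, reacted 5 minutes at room temperature. Remaining NADH coupled via diaphorase/resazurin; resorufin fluorescence read at 0 and 20 minutes, normalized to enzyme-free and DMSO wells.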
USP1 inh: blocks the human USP1/UAF1 deubiquitinase complex. recombinant USP1/UAF1, Ub-Rhodamine cleavage fluorescence. 0.23% of 390,000 active. Potency, µM (top dose mostly 57.1 µM), for inactives: top-dose activity change, negative = inhibition, hits mostly inhibitors. AID 743255; note: potency is the fitted concentration of half-maximal effect; % is set by controls: 0 for no effect and ±100 for the full control effect; nearly all actives have a fitted effect of over 60% in size; inactives centre near -12
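USP1/UAF1 complex (1 nM) preincubated 15 min at room temperature with compound, then Ub-Rho substrate (150 nM final) added. Kinetic fluorescence at 480/540 nm over 6 reads at 60 s intervals; 50 mM HEPES pH 7.8, 0.5 mM EDTA, 0.1 mg/ml BSA, 1 mM TCEP, 0.01% Tween-20.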
rTrxR1 inhibitor: rat TrxR1 inhibition | 1% of 390,000 active | Potency, µM (doses to about 114 µM), for the others: top-dose activity change, negative = inhibition, hits mostly inhibitors | recombinant rTrxR1, NADPH fluorescence consumption, selenite substrate | AID 588453; note: potency is the fitted concentration of half-maximal effect; % is set by controls: 0 for no effect and ±100 for the full control effect; nearly all actives have a fitted effect of over 65% in size
Target sequence (O89049 whole entry, looked up): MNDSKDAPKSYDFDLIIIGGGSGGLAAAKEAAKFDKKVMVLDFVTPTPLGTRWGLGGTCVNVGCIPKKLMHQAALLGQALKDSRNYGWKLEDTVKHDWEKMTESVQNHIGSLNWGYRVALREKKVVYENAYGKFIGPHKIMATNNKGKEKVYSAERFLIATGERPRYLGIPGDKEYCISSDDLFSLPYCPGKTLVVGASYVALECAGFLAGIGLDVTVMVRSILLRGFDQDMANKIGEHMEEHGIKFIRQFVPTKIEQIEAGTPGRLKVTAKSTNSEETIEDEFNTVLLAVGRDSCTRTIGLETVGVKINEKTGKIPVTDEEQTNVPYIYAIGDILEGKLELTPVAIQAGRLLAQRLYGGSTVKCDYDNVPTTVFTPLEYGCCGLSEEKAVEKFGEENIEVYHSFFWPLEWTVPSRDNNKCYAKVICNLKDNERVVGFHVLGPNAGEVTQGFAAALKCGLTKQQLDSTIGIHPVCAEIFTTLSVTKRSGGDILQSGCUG
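Rat TrxR1 (90 nM in the dispensed reagent) was pre-reduced with 400 uM NADPH for 5 min at room temperature, then incubated with compound for 15 min. After 400 uM selenite was added, NADPH fluorescence (Ex 340/Em 450 nm) was followed for 8 min.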
Vif-A3G inh: blocks the Vif interaction with human APOBEC3G. Q9HC16. HeLa A3G-eYFP + Vif (tagged APOBEC3G with the HIV-1 protein that degrades it), YFP fluorescence, overnight. Potency, µM (series often up to 46.1 µM), for the others: at the highest dose activity, negative = active, hits mostly inhibitors. 0.076% of 410,000 active;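 note: potency is the fitted concentration of half-maximal effect; % is set by controls: 0 for no effect and ±100 for the full control effect; nearly all actives have a fitted effect of over 60% in size; hits raise eYFP signal because A3G escapes Vif-driven loss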
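HeLa cells stably expressing Vif and C-terminally eYFP-tagged A3G, seeded overnight at 37 deg C, then exposed to compound by pintool overnight at 37 deg C. Rise in yellow fluorescence (Ex 488/Em 500-530, Acumen) marks blocked Vif-driven A3G degradation.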
TrxR1 substrate: rat thioredoxin reductase 1 substrate activity | 0.01% of 390,000 active | purified TrxR1 substrate turnover, NADPH consumption readout | O89049 | Potency, µM (top dose mostly 114 µM), for inactives: at the highest dose activity change, negative = substrate turnover | AID 588456; note: potency is the fitted concentration of half-maximal effect; % is set by controls: 0 for no effect and ±100 for the full control effect; nearly all actives have a fitted effect of over 50% in size
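Rat TrxR1, dispensed at 90 nM, was prereduced with 400 uM NADPH (final) for 5 min at ~22 deg C, then incubated with compound 15 min before 400 uM selenite. A first-read NADPH fluorescence drop versus no-compound background flagged substrates.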
RGS4 inhibitor: human RGS4 inhibition; P49798; Transcreener GDP fluorescence polarization, RGS4-accelerated GTP hydrolysis; Potency, µM (doses to about 114 µM), for inactives: at the highest dose activity change, negative = inhibition, most hits filed as inhibitors; 0.039% of 390,000 active; AID 504845; note: potency is the fitted concentration of half-maximal effect; % is set by controls: 0 for no effect and ±100 for the full control effect; nearly all actives have a fitted effect of over 75% in size; some results filed as inactive show a strong effect at the top dose
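MLSMR compounds (23 nl, pin-transferred) preincubated 10 min at room temperature with a 500nM (2x) first reagent, then RGS4 at 900nM (2x) plus Transcreener GDP mix added; fluorescence polarization (620/688 nm) read before and after 90 min at 30 °C.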
Glioma ERSR ind: inducers of ER stress response in human glioma cells; Potency, µM, without a hit: at the top dose activation, hits mostly activators; 0.02% of 420,000 active; AID 602332; U87-MG GRP78 promoter luciferase reporter, 16 h; note: potency is the fitted concentration of half-maximal effect; series mostly up to about 76 µM; % of control where 0% means no effect; nearly all actives have a fitted effect of over 35% in size
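Stably transfected U87-MG glioma cells carrying a GRP78-based luciferase sensor; 16 h compound incubation. Luminescence end-point read 10 min after Bright-Glo addition at room temperature.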
Vif-A3F inh: blocks the Vif interaction with APOBEC3F; Potency, µM (titrated, usually from 46.1 µM), without a hit: top-dose activity, negative = active; HeLa A3F-eYFP + Vif (tagged APOBEC3F with the HIV-1 protein that degrades it), YFP fluorescence increase; 0.2% of 390,000 active; note: potency is the fitted concentration of half-maximal effect; % of control where 0% means no effect; nearly all actives have a fitted effect of over 65% in size
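HeLa cells stably expressing Vif plus C-terminally eYFP-tagged A3F were seeded, incubated overnight at 37 deg C, dosed with compound, incubated overnight again at 37 deg C. Yellow fluorescence (Ex 488/Em 500-530) reported blocked Vif-mediated A3F-eYFP degradation.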
mIDH1 inhibitor: human IDH1 R132H inhibition; O75874; 0.093% of 390,000 active; IDH1-R132H enzyme, NADPH consumption, diaphorase/resazurin fluorescence; Potency, µM (series often up to 76.6 µM), inactives show top-dose activity change, negative = inhibition, actives largely listed as inhibitors; note: potency is the fitted concentration of half-maximal effect; % is set by controls: 0 for no effect and ±100 for the full control effect; nearly all actives have a fitted effect of over 65% in size
Target sequence (O75874 whole entry R132H, stated change not applied): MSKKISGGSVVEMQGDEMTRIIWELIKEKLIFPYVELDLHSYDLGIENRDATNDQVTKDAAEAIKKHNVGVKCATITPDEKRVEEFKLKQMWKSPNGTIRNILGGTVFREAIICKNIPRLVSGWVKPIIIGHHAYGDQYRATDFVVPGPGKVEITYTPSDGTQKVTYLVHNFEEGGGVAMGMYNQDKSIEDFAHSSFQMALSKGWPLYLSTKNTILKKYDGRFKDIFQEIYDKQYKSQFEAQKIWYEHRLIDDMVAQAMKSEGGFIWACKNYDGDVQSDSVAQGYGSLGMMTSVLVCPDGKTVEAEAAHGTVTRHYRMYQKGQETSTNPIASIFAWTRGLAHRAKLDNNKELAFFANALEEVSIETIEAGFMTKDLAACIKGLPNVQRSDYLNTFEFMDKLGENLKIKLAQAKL
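IDH1-R132H (0.5 ug/mL) preincubated 30 min with compound, then NADPH (0.016 mM) and alpha-KG (2 mM) added; 80 min at RT, pH 7.5. Remaining NADPH coupled via diaphorase/resazurin to fluorescence (540/590 nm); concentration-response curves normalized to no-enzyme control.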
Active calls of the source: *; u = inconclusive; x = not tested or not shown; & = joins results of further samples; ! = a repeat was not active; [ ] = dose if it differs, or a comment. Unless noted, calls come from the whole dose curve; as a rule, active = well fitted curve in the direction sought with a large enough effect; inconclusive = small, poorly fitted or top-dose-only effect, or another doubt; inactive = no such curve, though single readings can be large; an effect the other way counts as inactive or inconclusive.

Values in the order: LDHA block	USP1 inh	rTrxR1 inhibitor	Vif-A3G inh	TrxR1 substrate	RGS4 inhibitor	Glioma ERSR ind	Vif-A3F inh	mIDH1 inhibitor
(1) CC(C)N1CCN(Cc2ccc3c(c2)OCCO3)CC1CCO (stereo unspecified)
 : -1.7	-7.9%	10.3%	-0.8%	4.5%	12.0%	0.1%	6.1%	0.1%
(2) CCCCCC1CC(CC#CCN2CCOCC2)C(=O)O1 (stereo unspecified)
 : -23.1	-7.8%	44.7µM*	-5.3%	-3.2%	-16.5%	-4.2%	6.2%	7.7%
(3) CC1(C)NCCN2C(=O)CSC21 (stereo unspecified)
 : -5.2	-3.8%	18.8%	-0.3%	7.1%	-30.8%	-5.2%	x	11.0%
(4) O=[N+]([O-])O[C@H]1CO[C@H]2[C@@H]1OC[C@H]2O[N+](=O)[O-]
 : -7.3	5.2%	-2.2%	0.3%	-3.4%	-0.8%	-2.4%	1.2%	-0.1%
(5) CCCc1nc2ccc(Br)cc2c(=O)n1-c1ccc([N+](=O)[O-])c(C(F)(F)F)c1
 : 1.8	-8.0%	-15.0%	-13.0%	-15.6%	-1.2%	-5.9%	-6.2%	-6.4%
(6) Cc1ccc(C(=O)NC2CC3CCC(C2)N3)cc1 (stereo unspecified)
 : -0.3	-18.7%	35.8%	2.9%	15.2%	3.7%	-3.1%	-5.2%	1.4%
(7) O=C(CCl)c1ccc(O)c(O)c1
 : 17.0	x	u	-10.6%	-2.0%	x	-1.8%	x	x
(8) Cc1nn(Cc2ccccc2)c(C)c1C(=O)OCC(=O)NC1CCS(=O)(=O)C1 (stereo unspecified)
 : -4.9	-14.1%	8.9%	1.3%	6.0%	1.8%	-5.3%	2.4%	-1.2%
(9) Cn1cnc([N+](=O)[O-])c1Sc1ccc([N+](=O)[O-])cc1
 : -6.6	-3.1%	u	0.1%	6.3%[57.1 µM]	-47.3%	-11.3%	-4.0%	3.0%
(10) COc1cc(C(=O)N/N=C/c2ccc(OC(=O)N3CCOCC3)cc2)cc(OC)c1OC
 : -4.3	-4.7%	-15.7%	u	-12.7%	23.1%	-2.7%	u	8.1%
(11) CC1(C)CC(N(CCc2ccccc2)Cc2ccccc2)CCO1 (stereo unspecified)
 : -14.4	-9.7%	27.3%	-0.7%	0.5%	-11.6%	-3.3%	-9.5%	-1.8%
(12) O=c1ccc2cc(O[C@@H]3O[C@H](CO)[C@@H](O)[C@H](O)[C@H]3O)c(O)cc2o1
 : 2.9	13.5%	u	2.4%	x	7.6%	-2.9%	-1.6%	5.2%
(13) C=CCn1c(O)c(C(C)=O)c(=O)[nH]c1=O (tested in a mixture with another compound)
 : 6.2	-1.4%	-6.0%[57.1 µM]	-0.1%	5.3%	17.0%	-2.2%	-2.2%	9.0%
(14) C=CCn1c(O)c(C=NCCCOc2ccc(CC)cc2)c(=O)[nH]c1=S
 : -3.5	-8.3%	6.5%[57.1 µM]	3.1%	11.6%[57.1 µM]	2.6%	-0.3%	9.4%	-1.3%
(15) CCCSc1ccc2nc(NC(=O)OC)[nH]c2c1
 : -2.8&-0.7	-17.9%	2.2%&18.6%	u	3.5%&6.7%	-4.1%	2.2%&-2.2%&0.7%&-0.8%	-9.9%	12.5%
(16) Oc1ccccc1C1NCc2ccccc2-n2cccc21 (stereo unspecified)
 : -2.1	-12.8%	10.5%	-0.3%	0.1%	13.1%	-11.0%	3.8%	-5.7%
(17) Cc1ccc2c(Cl)cc(Cl)c(O)c2n1
 : 16.5	-0.4%	13.4%[57.1 µM]	-21.8%	-10.5%	21.4%	28.2µM*!	u	0.0%
(18) O=c1c2ccccc2nc(/C=C/c2ccc([N+](=O)[O-])o2)n1-c1ccc(O)cc1
 : -6.2	-18.7%	-3.7%[57.1 µM]	u	1.2%[57.1 µM]	0.3%	-13.4%	u	6.4%
(19) CCc1nc(N2CCNCC2)c(C#N)c2c1CSC(C)(C)C2
 : -4.2	-7.6%	-0.5%[57.1 µM]	1.8%	8.8%[57.1 µM]	-2.5%	-1.7%	0.8%	-8.1%
(20) O=[N+]([O-])c1cc(Cl)c(O)c(-[n+]2c(-c3ccccc3)cc(-c3ccccc3)cc2-c2ccccc2)c1
 : -1.7	-27.7%	-9.6%	-8.6%	-12.6%	-10.2%	2.3%	-0.2%	-10.7%
(21) O=c1[nH]c(=S)n(C2CC2)c(O)c1C=Nc1ccc2c(c1)OCO2
 : 12.6	-10.8%	17.2%	-7.5%	-0.6%	3.4%	4.4%	-3.9%	0.0%
(22) Cc1cccn2c(=O)c3c(nc12)N1CCC(Cc2ccccc2)CC1C1(C3)C(=O)N(C)C(=O)N(C)C1=O (stereo unspecified)
 : 0.1	-26.8%	27.0%	1.5%	27.9%	-20.2%	-2.1%	4.3%	-10.1%
(23) Cc1ccc(C)c(OCC(=O)N2CCN(Cc3ccc4c(c3)OCO4)CC2)c1
 : 1.3	-11.2%	18.6%[57.1 µM]	-0.7%	-3.3%[57.1 µM]	-22.7%	-4.2%	6.9%	4.9%
(24) CC/C(=N\NC(=O)c1ccccc1Cl)c1c(O)n(C2CCCCC2)c(=O)[nH]c1=O
 : -9.5	-18.3%	12.0%	-4.0%	-1.6%	1.6%	0.3%	7.4%	10.3%
(25) CCCOC(=O)c1ccccc1C(=O)OCCC
 : -4.3	-12.2%	9.0%	1.7%	6.0%	2.2%	-3.2%	-5.2%	27.8%
(26) CN(N=O)c1ccc(O)c(O)c1
 : x	x	0.947µM*	x	-6.4%[57.1 µM]	5.97µM*	1.3%	x	x
(27) CCOC(=O)[C@]12Cc3ccsc3[C@H]1N(Cc1ccccc1)C(=O)c1ccccc12
 : -2.9	u	10.2%&3.4%	-14.6%&0.1%	-6.5%&1.1%	-25.2%	-6.1%&3.3%	-0.1%	-2.6%
(28) CN1C(=O)CCS(=O)(=O)C1c1ccc(Cl)cc1 (stereo unspecified)
 : x	x	u	x	2.6%[57.1 µM]	10.6%[56.9 µM]	-1.0%&1.8%&0.7%&-4.7%	x	x
(29) CC(=O)NNC(=O)CN1C(=O)CN=C(c2ccccc2)c2cc(Br)ccc21
 : -6.7	0.5%	14.0%[57.1 µM]	1.0%	2.9%[57.1 µM]	6.5%	-6.0%	1.4%	20.8%
(30) COc1ccc(OC)c(CC(=O)N(C)C2CCCN(Cc3ccccc3F)C2)c1 (stereo unspecified)
 : -3.4	-1.9%	-7.6%	0.0%	3.0%	1.4%	-2.6%	0.8%	2.1%
(31) CCOC(=O)c1c(C)n(CCOC)c2ccc(O)cc12
 : 1.5&-2.6	-4.8%	-18.0%	2.1%	-10.7%	-14.0%	-4.5%	2.1%	5.1%
(32) CCCCCCC(Cl)(Cn1ccnc1)c1ccccc1 (stereo unspecified)
 : -4.9	-2.3%	15.5%[57.1 µM]	-0.6%	9.6%[57.1 µM]	8.5%	-3.7%	12.4%	-0.9%
(33) COc1ccc(S(=O)(=O)NC(CC(=O)N2CCC3(CC2)OCCO3)c2ccco2)cc1 (stereo unspecified)
 : -12.1	-2.1%	14.3%[57.1 µM]	0.6%	9.9%[57.1 µM]	2.1%	-4.4%	-16.8%	3.4%
(34) COCCOC(=O)C1=C(N)Oc2c(c(=O)oc3ccccc23)[C@@]12C(=O)Nc1ccccc12
 : 4.8	-22.5%	-4.4%[57.1 µM]	-1.2%	5.0%[57.1 µM]	3.7%	-1.9%	3.5%	3.0%
(35) CCOC(=O)C1=CC(=C2C(=O)N(CC)C(=S)N(CC)C2=O)c2ccccc2O1
 : 4.6	-23.4%	39.8µM*	8.4%	-10.1%	u	-0.8%	0.9%	-2.7%
(36) COc1ccc2c(c1)CC1(CN2C)C(=O)NC(=O)N(CCc2ccccc2)C1=O (stereo unspecified)
 : 25.2	-25.2%	u	-7.3%	-5.7%	-37.0%	4.0%	2.0%	7.5%
(37) CCOP(=O)(/C=C(\Cl)c1ccccc1)C(O)c1ccc(F)cc1 (stereo unspecified)
 : -0.9	-16.4%	19.7%	3.0%	1.9%	u	-5.2%	5.6%	7.2%
(38) Cc1oc(-c2ccccc2F)nc1CS(=O)CC(=O)N1CCC2(CC1)OCCO2 (stereo unspecified)
 : 0.0	-18.0%	u	0.7%	7.7%	34.0%	-0.1%	-1.8%	-2.9%
(39) Cc1cc(C(=O)O)c(C)n1C1CC1
 : -8.4	6.1%	3.1%	-2.9%	-0.1%	1.4%	-4.4%	0.3%	7.8%
(40) CCC(=NCc1ccco1)c1c(O)[nH]c(=O)[nH]c1=O
 : -1.2	-19.3%	-12.1%	-1.5%	-2.9%	-16.0%	9.4%	7.3%	9.3%
(41) Cc1c(N=Cc2c(O)n(Cc3ccccc3)c(=O)[nH]c2=O)c(=O)n(-c2ccccc2)n1C
 : -4.4	u	10.1%[57.1 µM]	-1.1%	3.7%[57.1 µM]	-5.4%	-5.9%	0.7%	2.2%

Some of the compounds tested, so the mix of outcomes need not match the whole.
